Bioassay records deposited in PubChem by National Center for Advancing Translational Sciences (NCATS).
JMJD2A Tudor = inhibitors of human JMJD2A Tudor domain. 390,000 tested, 4.4% active. AlphaScreen JMJD2A-Tudor / H3K4me3 peptide binding. Potency, µM (series often up to 114 µM), without a hit: at the highest dose activity change, negative = inhibition, usual class: inhibitors. O75164; further: on the % scale 0 is the no-effect control and ±100 the full control effect; nearly all actives have a fitted effect of over 50% in size
POLH inh = DNA polymerase eta (human) inhibition | Q9Y253 | recombinant Pol eta, fluorescent DNA replication assay | 390,000 tested, 1.2% active | AID 588591 | Potency, µM (highest dose often 114 µM), without a hit: at the highest dose activity change, negative = inhibition, most hits filed as inhibitors; further: on the % scale 0 is the no-effect control and ±100 the full control effect
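Pol eta at 10 nM preincubated with compounds 15 min at room temperature; reaction started with fluorescent substrate (50 nM final) and read kinetically at 0 and 10 min.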
BLM inh = inhibitors of human Bloom syndrome helicase BLM | P54132 | recombinant BLM DNA unwinding, fluorescence dequenching | Potency, µM (doses to about 56.1 µM), inactives show at the top dose activity change, negative = inhibition, most hits filed as inhibitors | 350,000 tested, 0.2% active | AID 2528;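 further: plate controls were vehicle for no effect and no enzyme for full effect; nearly all actives have a fitted effect of over 35% in size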
G9a block = inhibitors of human histone lysine methyltransferase G9a; Potency, µM (series often up to 102 µM), for the others: at the top dose activity, negative = inhibition, hits mostly inhibitors; G9a H3K9 monomethylation, AlphaScreen, 2 h; Q96KQ7; 350,000 tested, 8.8% active; AID 504332; further: on the % scale 0 is the no-effect control and ±100 the full control effect; nearly all actives have a fitted effect of over 75% in size
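Methyltransferase reactions run at room temperature for 2 h (20 nM enzyme, 500 nM biotin-H3K9 peptide, 20 uM SAM) after a 15 min compound preincubation; product detected by AlphaScreen beads and anti-H3K9me1 antibody.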
BAZ2B inh = blocks human BAZ2B | Q9UIF8 | AlphaScreen BAZ2B-H3K14Ac peptide displacement | Potency, µM (doses to about 114 µM), inactives show at the top dose activity change, negative = inhibition, actives largely listed as inhibitors | 360,000 tested, 4.4% active; further: on the % scale 0 is the no-effect control and ±100 the full control effect; nearly all actives have a fitted effect of over 60% in size
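Complex of BAZ2B and biotin-H3K14Ac (50 nM apiece) forms over 30 min at RT, then faces library compounds up to 110 uM for another 30 min; AlphaScreen beads added, 20 min dark incubation, luminescence read.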
Pol iota inh = blocks human DNA polymerase iota activity; Q9UNA4; 390,000 tested, 1% active; Potency, µM (doses to about 115 µM), for inactives: top-dose activity, negative = inhibition, most hits filed as inhibitors; Pol iota fluorescent replication assay, 10 min
Target sequence (Q9UNA4 whole entry, looked up): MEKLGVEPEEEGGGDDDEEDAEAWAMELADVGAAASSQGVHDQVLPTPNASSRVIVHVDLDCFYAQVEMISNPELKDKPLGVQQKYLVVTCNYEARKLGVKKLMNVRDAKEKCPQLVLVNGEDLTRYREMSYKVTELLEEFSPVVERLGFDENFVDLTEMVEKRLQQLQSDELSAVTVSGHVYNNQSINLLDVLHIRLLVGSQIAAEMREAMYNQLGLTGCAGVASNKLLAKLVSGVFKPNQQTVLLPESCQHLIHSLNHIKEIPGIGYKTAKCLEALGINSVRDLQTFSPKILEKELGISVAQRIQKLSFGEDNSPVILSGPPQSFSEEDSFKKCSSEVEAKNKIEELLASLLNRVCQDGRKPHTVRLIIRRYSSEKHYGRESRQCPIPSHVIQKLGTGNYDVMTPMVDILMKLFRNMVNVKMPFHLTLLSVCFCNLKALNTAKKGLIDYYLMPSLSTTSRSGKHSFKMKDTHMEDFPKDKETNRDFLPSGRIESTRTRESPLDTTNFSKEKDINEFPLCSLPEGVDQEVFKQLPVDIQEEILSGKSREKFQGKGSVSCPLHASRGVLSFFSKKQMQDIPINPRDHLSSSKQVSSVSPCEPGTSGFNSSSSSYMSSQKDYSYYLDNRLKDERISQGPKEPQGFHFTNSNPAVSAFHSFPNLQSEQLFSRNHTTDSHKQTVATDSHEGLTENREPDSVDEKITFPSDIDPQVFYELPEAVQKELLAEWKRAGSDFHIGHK
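Pol iota at 10 nM preincubated 15 min with compounds at room temperature; reaction started with fluorescent substrate, 50 nM final. Fluorescence read kinetically at 0 and 10 min; buffer-only wells as negative control.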
APE1 inh = inhibitors of human APE1 endonuclease | recombinant APE1, TAMRA/BHQ-2 abasic DNA cleavage fluorescence | 350,000 tested, 0.35% active | Potency, µM (top dose mostly 65.8 µM), inactives show top-dose activity change, negative = inhibition, actives largely listed as inhibitors;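 further: plate controls were vehicle for no effect and reference inhibitor for full effect; nearly all actives have a fitted effect of over 55% in size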
Target sequence (P27695 whole entry, looked up): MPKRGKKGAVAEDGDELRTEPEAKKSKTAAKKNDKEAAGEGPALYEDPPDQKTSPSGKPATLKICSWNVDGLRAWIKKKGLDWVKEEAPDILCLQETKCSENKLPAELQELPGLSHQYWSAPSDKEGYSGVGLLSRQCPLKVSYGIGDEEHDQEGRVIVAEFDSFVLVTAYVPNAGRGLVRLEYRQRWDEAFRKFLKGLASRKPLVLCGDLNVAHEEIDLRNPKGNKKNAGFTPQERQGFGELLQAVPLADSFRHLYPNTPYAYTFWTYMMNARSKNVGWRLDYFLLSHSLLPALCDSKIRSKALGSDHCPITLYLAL
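0.75 nM APE1 + cpd, 15 min RT; start w/ 50 nM TAMRA/BHQ-2 THF-abasic dsDNA; kinetic fluor 525/598 nm ×3 reads @60 s; Δ(read3−read1); normalized to DMSO and NSC13755 control wells.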
POLB inh = DNA polymerase beta (human) inhibition; P06746; Pol beta primer extension/strand displacement, fluorescence kinetic; AID 485314; 340,000 tested, 1.3% active; Potency, µM (series often up to 114 µM), for inactives: top-dose activity change, negative = inhibition, hits mostly inhibitors; further: on the % scale 0 is the no-effect control and ±100 the full control effect
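Preincubation: enzyme (10 nM) with compound, 15 min, RT. Reaction: substrate added to 50 nM final. Reads: 0 and 10 min. Analysis: normalized, Hill fit.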
POLK inh = DNA polymerase kappa (human) inhibition; 400,000 tested, 0.53% active; Q9UBT6; AID 588579; purified Pol kappa, fluorescent DNA synthesis assay, 10 min; Potency, µM (series often up to 107 µM), inactives show at the top dose activity, negative = inhibition, most hits filed as inhibitors; further: on the % scale 0 is the no-effect control and ±100 the full control effect
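First, compounds were pin-transferred onto 10 nM Pol kappa. After 15 min at room temperature, substrate was added to 50 nM final. Fluorescence was then measured kinetically at 0 and 10 min.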
* hit, by the source's call; ? = inconclusive; . = not tested or not shown; [ ] = another dose, or the depositor's remark. The call rests on the fitted dose curve; in most records, active means well fitted curve in the direction sought with a large enough effect; inconclusive means small, poorly fitted or top-dose-only effect, or another doubt; inactive means no such curve, though single readings can be large; an effect the other way counts as inactive or inconclusive. Potency means the concentration at half of the fitted maximal effect.

SMILES	JMJD2A Tudor	POLH inh	BLM inh	G9a block	BAZ2B inh	Pol iota inh	APE1 inh	POLB inh	POLK inh
O=C(NCCCN1CCOCC1)c1nn2c(C(F)(F)F)cc(-c3ccco3)nc2c1Cl	4.9%	-1.4%	2.2%	26.0%	-2.2%	28.5%	-13.0%	-0.6%	0.1%
COc1cccc(-c2nc(CS(=O)(=O)CC(=O)NCCc3ccccc3)c(C)o2)c1	-10.4%	-8.1%	-3.7%	-3.0%	-2.4%[57.1 µM]	-24.4%	-6.9%	-1.7%	-9.1%
O=C(CSc1nnc2sc3ccccc3n12)NCc1ccco1	-15.3%	-17.3%	0.4%	60.0%[activator][12.7 µM]	6.8%	4.6%	-1.1%	-1.3%	-1.9%
CCOc1ccc(-n2c(=O)cc(N3CCN(c4ccccc4)CC3)[nH]c2=O)cc1	-2.0%	-3.1%	-8.4%	9.2%[12.7 µM]	2.3%	1.2%[58.9 µM]	-1.3%	-13.3%	-9.1%
NS(=O)(=O)c1ccc(NC(=O)COC(=O)CCC2CCCCC2)cc1	-11.6%	-1.6%	-6.9%	-10.8%[59 µM]	8.4%	-16.2%	10.5%	1.5%	-8.6%
O=C(COC(=O)c1cccc(OC(F)F)c1)NC1CCCC1	-1.5%	-20.3%	-1.7%	?	0.5%	9.6%	22.8%	83.6%	-2.2%
CC(=O)c1ccc(OCCCCCCCOc2ccc(C(C)=O)cc2)cc1	-6.2%	-12.6%	-13.5%	.	6.4%	-15.1%	9.2%	-0.6%	-2.1%
C/C(Cn1nnc([N+](=O)[O-])n1)=N\NC(=O)c1ccc(O)cc1O	?	-15.2%	-11.1%	-3.4%[59 µM]	9.2%	-8.0%	7.4%	24.4%	-15.0%
Cc1nc2ncccn2c1-c1csc(Nc2ccc(O)cc2)n1	-25.2%	-16.9%	-6.4%	11.2µM*	?	50.2%[activator]	-2.1%	?	1.7%
CCc1nc(Oc2cccc(F)c2)c2oc3ccccc3c2n1	136.7%[activator]	-16.8%	-6.0%	78.2%[activator][59 µM]	230.7%[activator]	22.6%	.	-0.6%	-3.0%[60.1 µM]
Cn1c(Cn2c(=O)sc3ccccc32)nnc1SCc1cccc(F)c1	-7.7%	-15.4%	-8.6%	1.1%[59 µM]	-2.1%	-14.1%	-2.2%	16.3%	-2.6%
O=C1C(C=NCCN2CCOCC2)=C(O)c2ccccc21	-21.2%	-11.9%	-0.5%	?	-20.3%	11.3%	3.3%	95.8%	4.9%
COc1ccc(C2C3=C(CC(C)(C)CC3=O)Oc3ncn(CC(C)C)c(=N)c32)cc1 (stereo unspecified)	-11.1%	1.0%	2.2%	27.8%[59 µM]	-36.4%[57.1 µM]	1.1%	-7.6%	-5.7%	-11.9%
CC(CCc1ccccc1)NC(=O)Cn1ncc2c3ccccc3n(Cc3ccccc3)c2c1=O (stereo unspecified)	-8.7%	-4.3%	-2.8%	-7.6%[59 µM]	-0.6%	0.0%	.	35.3%	-6.2%
NC(=O)c1ccccc1Nc1nc2nc3ccccc3c(=O)n2cc1Br	-9.5%	-3.0%	-1.6%	.	?	?	18.8%	-18.0%	-4.2%
COc1ccc(Cn2nnnc2C(c2cc3cc(C)ccc3[nH]c2=O)N2CCOCC2)cc1 (stereo unspecified)	-5.1%	-13.8%	-10.1%	?	39.5%[activator]	15.6%	?	-1.7%	-5.8%
Cc1nc2ccccc2n1CCc1nc2c3ccccc3nc(SCc3cccc(F)c3)n2n1	-8.3%	-10.5%	1.1%	-0.4%[59 µM]	0.6%	18.2%	.	-0.4%	-2.3%[60.1 µM]
Cn1nnnc1SCCNC(=O)C1CCC(=O)N(CCc2ccccc2)C1 (stereo unspecified)	1.4%	-7.5%	-1.3%	98.1%[activator]	7.4%	39.5%[activator]	-1.5%	9.1%	7.2%
CCN(CC)C(=O)[C@H]1C[C@H](CC(=O)NCCC2=CCCCC2)C(=O)N2CCc3c([nH]c4cc(CCC(=O)N(C)C)ccc34)[C@]12C	-28.3%	-24.9%	.	.	.	29.7%	-13.9%	.	-1.2%
CCCSc1nc2c([nH]1)c(=O)n(C)c(=S)n2C	-18.8%	-9.7%	.	.	.	11.9%	.	.	-8.2%
Cc1cc(NC(=O)COC(=O)c2nccnc2N)n(-c2ccccc2)n1	-12.2%	-4.9%	.	-45.6%	-32.4%	-17.4%	6.9%	.	1.8%
COC(=O)Cc1cc(=O)[nH]c(/N=C(\N)Nc2ccc(C(C)C)cc2)n1	-4.5%	-24.3%	-7.7%	.	?	102.2%[activator]	18.7%	-0.2%	-9.6%
COc1ccc(Cl)cc1NC(=O)Cn1cnc2sc(C)c(S(=O)(=O)N3CCN(c4ccccc4OC)CC3)c2c1=O	-14.7%	-23.2%	-6.3%	-8.4%[59 µM]	-1.3%	16.9%	.	28.0%	3.3%
O=C(Nc1ccccn1)C(=O)N1CCCCC1	-8.2%	3.9%	5.3%	23.1%[59 µM]	-4.5%	37.9%[activator]	4.1%	-0.2%	-10.0%
CCc1nnc(NC(=O)c2ccc3c(c2)C(=O)N(CC)C3=O)s1	-8.3%	-16.0%	.	.	.	-9.9%	.	.	2.8%
(more compounds)
SMILES	JMJD2A Tudor	POLH inh	BLM inh	G9a block	BAZ2B inh	Pol iota inh	APE1 inh	POLB inh	POLK inh
COc1ccc2c(COC(=O)[C@@H]3CCCN3S(=O)(=O)c3ccc(Cl)cc3)cc(=O)oc2c1	-6.9%	?	.	?	5.8%	?	0.0%	.	-6.3%
Cc1nonc1NC(=O)CSc1nc2ccc(Cl)cc2[nH]1	0.0%	-9.2%	-8.0%	?	-10.6%	6.3%	-2.2%[12.4 µM]	47.9%	6.0%
O=c1c(Cl)c(NCC2CCCO2)cnn1C12CC3CC(CC(C3)C1)C2 (stereo unspecified)	-18.2%	-12.3%	-6.0%	5.4%[59 µM]	-13.4%	-10.3%	?	24.2%	-6.1%
CN(C)c1ccc(C2CC(c3c(O)n(C4CCCCC4)c(=O)[nH]c3=O)=Nc3ccccc3S2)cc1 (stereo unspecified)	-10.3%	.	-0.5%	-9.0%[59 µM]	2.8%	26.8%	.	11.4%	-2.3%
Cc1csc(=O)n1CCC(=O)O	-16.5%	-0.6%	1.8%	10.7%[59 µM]	-3.1%	5.3%	-6.9%	-2.7%	-13.9%
O=C(Cn1c(NCCO)nc2ccccc21)Nc1ccc2c(c1)OCCCO2	-15.0%	-14.2%	.	-2.1%	8.7%	33.1%[activator]	-11.4%	.	-6.1%
CCOc1ccccc1Nc1nnc(SCC(=O)NC2CCS(=O)(=O)C2)s1 (stereo unspecified)	1.0%	-22.3%	.	.	.	18.8%	-4.6%	.	-4.6%
COc1ccc(C2=NOC(Cn3nc(-c4ccccc4C)cc3C(=O)O)C2)cc1 (stereo unspecified)	-15.6%	-17.0%	.	3.0%[0.501 µM]	4.5%	5.9%	-11.3%	.	-17.1%
Nc1c(-c2ccc(Cl)cc2)cnc2c(-c3ccccc3)cnn12	-13.6%	2.9%	-11.4%	16.6%	-12.2%	128.4%[activator]	32.4%	-18.3%	-5.9%
Cc1ccccc1CC(=O)N1CCOCC1	5.6%	0.0%	-5.7%	13.0%	7.9%	4.0%	0.1%	92.0%	3.9%
CC1CCN(Cc2nnnn2-c2cccc([N+](=O)[O-])c2)CC1	-2.8%[57.1 µM]	-12.2%	-1.3%	?	?	-4.2%	6.0%	4.8%	-0.4%
COc1ccc(NC(=O)CN(C)C(=O)CSc2nc3ccccc3s2)cc1	-14.1%	-23.3%	.	?	-13.7%	2.9%	24.4%	.	-2.1%
CN1CCC(N2CCN(c3cccc(C(F)(F)F)c3)CC2)CC1	-20.9%	-7.6%	1.7%	?	?	35.5µM*	2.2%	1.6%	0.9%
COc1ccccc1N1CCN(C2CCN(C(=O)c3ccc(F)cc3)CC2)CC1	-5.0%[57.1 µM]	-15.2%	2.9%	10.8%[59 µM]	-5.3%	19.2%	3.6%	28.0%	-16.3%
Cc1c(NS(=O)(=O)c2cccc(C(=O)Nc3ccc(SC(F)F)cc3)c2)c(=O)n(-c2ccccc2)n1C	-15.0%	-26.0%	.	.	.	4.1%	.	.	-14.9%
COc1cccc(/C=C2\C(=O)N(c3cccc(C)c3)C(=O)c3ccccc32)c1	-31.2%	-15.1%	-24.4%	17.8µM*	?	4.2%	-10.7%	19.5%	-10.6%
CCc1ccc(NC(=O)c2onc(C)c2Cl)cc1	10.6%	-11.5%	-3.5%	12.2%	9.8%	-6.5%	-2.6%	32.7%	-15.0%
CCOC(=O)Cn1nc(C)c2ccccc2c1=O	0.0%	-6.0%	-2.1%	15.2%	15.2%	32.5%[activator]	-2.4%	0.3%	-0.7%
C/C(Cn1nnc([N+](=O)[O-])n1)=N\NC(=O)c1ccc(C)cc1	-12.9%	-0.8%	0.4%	8.6%[59 µM]	6.3%	23.9%	-6.2%	15.7%	-5.4%
Cc1cc(-c2cc(-c3ccccc3)on2)nc(NC2CCCC2)n1	57.2%[activator]	-9.7%	-11.9%	1.4%[12.7 µM]	39.7%[activator]	?	1.6%	-17.4%	-1.5%
CCOc1c2ccc(C(=O)NCc3ccc(C)cc3)cc2nn1CC	-23.1%	-9.7%	-2.9%	-2.1%	-4.6%[57.1 µM]	?	4.8%	0.5%	-15.6%
CC(C)OC(=O)NCN1C(=O)C2C3C=CC(C3)C2C1=O (stereo unspecified)	-4.5%	-2.1%	-2.8%	26.3%[0.501 µM]	-5.5%	5.8%	-0.6%	52.0%	2.1%
CCOc1ccc(-c2cc(C(=O)NCc3ccc(OCC)c(OC)c3)[nH]n2)cc1	-12.8%	-11.4%	0.1%	-1.4%[59 µM]	-17.3%	25.9%	.	22.0%	0.0%
CC(C)n1cnc2c(=S)nc[nH]c21	?	3.5%	-6.8%	0.794µM*	50.1µM*	-22.1%	-2.2%	-26.5%	4.7%

2 entries from above, with values under each structure:
Value order – JMJD2A Tudor | POLH inh | BLM inh | G9a block | BAZ2B inh | Pol iota inh | APE1 inh | POLB inh | POLK inh
O=C(Cn1c(NCCO)nc2ccccc21)Nc1ccc2c(c1)OCCCO2
  -15.0% | -14.2% | . | -2.1% | 8.7% | 33.1%[activator] | -11.4% | . | -6.1%
CCOc1ccccc1Nc1nnc(SCC(=O)NC2CCS(=O)(=O)C2)s1 (stereo unspecified)
  1.0% | -22.3% | . | . | . | 18.8% | -4.6% | . | -4.6%

Some of the compounds tested, so the mix of outcomes need not match the whole.
